Tau fibril FP: tau fibrillization inhibition (FP); K18 P301L tau heparin fibrillization, Alexa594 FP, 6 h; Potency, µM (top dose mostly 57.7 µM), for the others: at the top dose activity, negative = inhibition, most hits filed as inhibitors; hit rate 0.39% among 280,000; AID 1468; further: on the % scale 0 is the no-effect control and ±100 the full control effect; nearly all actives have a fitted effect of over 55% in size
Target sequence (P10636 561-689 P618L limits assumed): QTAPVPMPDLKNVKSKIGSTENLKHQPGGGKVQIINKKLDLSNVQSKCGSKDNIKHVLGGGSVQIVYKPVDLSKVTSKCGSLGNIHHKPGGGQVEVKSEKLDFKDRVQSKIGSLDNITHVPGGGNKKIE
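Compound effects on tau fibrillization are measured by Alexa 594 fluorescence polarization (ex 555, em 632 nm). K18 P301L tau is used at 15 uM with 0.24 uM labeled tracer, and 20 uM heparin induces aggregation over 6 hr at 37 C.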
GAA spleen mod: inhibits or activates alpha-glucosidase in human spleen homogenate. human spleen homogenate, 4-MU-alpha-glucoside fluorescence. Potency, µM (titrated, usually from 79.9 µM), for inactives: at the top dose activity change, negative = inhibition, most hits filed as inhibitors. P10253. hit rate 0.006% among 240,000;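 further: 0% = enzyme with vehicle and -100% = no enzyme basal signal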
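Compounds were titrated against alpha-glucosidase in spleen homogenate at pH 5.0, with 1 mM 4-methylumbelliferyl substrate for 40 min at 37 C. Reactions were quenched with pH 10 NaOH/glycine and fluorescence measured.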
Tau fluor counter: counter-screen for tau fibril formation inhibitors; hit rate 0.93% among 280,000; tau K18 P301L Alexa594 fluorescence, heparin fibrillization; Potency, µM (top dose mostly 57.7 µM), for the others: top-dose activity change, negative = decrease; further: on the % scale 0 is the no-effect control and ±100 the full control effect; nearly all actives have a fitted effect of over 55% in size
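Human tau K18 P301L (15 uM unlabeled, 0.24 uM Alexa 594-labeled) in 100 mM sodium acetate pH 7 with 20 uM heparin, 6 hr at 37 C. ThT 30 uM added, 1 hr ambient; Alexa 594 FP and total fluorescence read at 555/632 nm.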
GAA glycogen: alters human alpha-glucosidase cleavage of glycogen; recombinant GAA, glycogen substrate, Amplex Red glucose oxidase fluorescence; Potency, µM (top dose mostly 76.4 µM), without a hit: at the highest dose activity change, negative = inhibition, usual class: inhibitors; hit rate 0.38% among 300,000; AID 2100;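 further: 0% = full enzyme reaction and -100% = no-enzyme basal signal; the screen sought inhibitors and activators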
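Recombinant human alpha-glucosidase (4 nM final) hydrolysed bovine liver glycogen (30 ug) for 40 min at 37 C in pH 5.0 citrate/phosphate with 0.01% Tween-20. Released glucose detected by glucose oxidase/Amplex Red, Ex 573/Em 610 nm. Compounds up to 77 uM; AC50 from Hill fits.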
GAA inh: blocks human lysosomal alpha-glucosidase | Potency, µM (top dose mostly 76.9 µM), without a hit: at the top dose activity change, negative = inhibition, hits mostly inhibitors | purified human GAA, 4-MU-alpha-glucoside fluorescence | hit rate 0.005% among 200,000 | P10253;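 further: plate controls were uninhibited enzyme wells for no effect and no-enzyme background for full effect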
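qHTS format, compound range up to 77 uM. Human lysosomal enzyme at 4 nM, 400 uM 4-MU glucoside substrate, pH 5.0, 20 min room temperature; fluorescence after alkaline stop gives activity normalized to controls.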
HTT ATP protect: cytoprotection in Huntington HTT-Q103 PC12 cell model | PC12 HTT-Q103 induced, cytoprotection, ATP luminescence, 40 h | Potency, µM (top dose mostly 56.4 µM), inactives show cytoprotection (ATP increase), actives largely listed as activators | hit rate 0.14% among 230,000 | AID 1471;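 further: % of control where 0% means no effect; nearly all actives have a fitted effect of over 45% in size; toxic huntingtin expression switched on by the ecdysone agonist tebufenozide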
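Cells were plated at 1500 per well in phenol red-free DMEM with 5% equine and 5% calf serum. Tebufenozide (100 nM final) and compounds were added, then ATPlite reagent, and luminescence was read.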
aGal spleen mod: inhibits or activates alpha-galactosidase in human spleen homogenate; Potency, µM (highest dose often 80 µM), without a hit: at the top dose activity change, negative = inhibition, hits mostly inhibitors; hit rate 0.008% among 240,000; human spleen homogenate, 4MU-alpha-Gal fluorescence, 40 min; P06280;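 further: 0% = enzyme with vehicle and -100% = no enzyme basal signal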
Target sequence (P06280 32-429 limits assumed): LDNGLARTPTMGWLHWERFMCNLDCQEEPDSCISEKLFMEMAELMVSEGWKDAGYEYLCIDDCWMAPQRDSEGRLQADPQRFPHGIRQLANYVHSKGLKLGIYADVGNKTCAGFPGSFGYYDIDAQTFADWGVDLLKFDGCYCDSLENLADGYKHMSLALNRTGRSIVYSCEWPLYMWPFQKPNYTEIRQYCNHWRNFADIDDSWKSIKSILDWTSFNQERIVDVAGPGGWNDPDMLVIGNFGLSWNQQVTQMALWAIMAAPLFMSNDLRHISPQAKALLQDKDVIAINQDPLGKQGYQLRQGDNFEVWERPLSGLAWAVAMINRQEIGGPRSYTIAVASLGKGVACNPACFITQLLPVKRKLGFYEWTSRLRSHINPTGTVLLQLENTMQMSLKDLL
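qHTS titration in buffer at pH 5.0. Alpha-galactosidase activity in spleen homogenate was measured via 4-methylumbelliferone release from 1 mM fluorogenic substrate after 40 min at 37C and a pH 10 stop. AC50 came from Hill fits of control-normalized data.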
Tau fibril ThT: tau fibrillization inhibition (ThT binding). Potency, µM (series often up to 57.4 µM), for the others: top-dose activity, negative = inhibition, usual class: inhibitors. hit rate 2.1% among 270,000. recombinant tau K18 P301L, heparin-induced fibrillization, ThT fluorescence. P10636; further: on the % scale 0 is the no-effect control and ±100 the full control effect; nearly all actives have a fitted effect of over 55% in size
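Using a mix of unlabeled (15 uM) and Alexa 594-labeled (0.24 uM) tau K18 P301L, heparin-triggered fibrillization over 6 hr at 37 C was scored by ThT fluorescence.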
Starred values were filed as active, the others as inactive; ? = inconclusive; / = no result given; [ ] = dose if it differs, or a comment. The call rests on the fitted dose curve; in most records, active means well fitted curve in the direction sought with a large enough effect; inconclusive means small, poorly fitted or top-dose-only effect, or another doubt; inactive means no such curve, though single readings can be large; an effect the other way counts as inactive or inconclusive. Potency means the concentration at half of the fitted maximal effect.

SMILES	Tau fibril FP	GAA spleen mod	Tau fluor counter	GAA glycogen	GAA inh	HTT ATP protect	aGal spleen mod	Tau fibril ThT
C=CCN(C(=O)c1cccc(N2C(=O)C3CC=CC(C)C3C2=O)c1)c1ccccc1 (configuration not stated)	13%	-17%	-8%	2%	-5%	-10%	-18%	-14%
Cn1c(=O)c(=O)n(C)c2cc(S(=O)(=O)N3CCCC3C(=O)NCc3cccnc3)ccc21 (configuration not stated)	-1%	-1%	-11%	2%	/	16%[10 µM]	-8%	-9%
Cc1cc(C(=O)CSc2nnc3c(Cl)cc(Cl)cn23)c(C)n1C	0%	-5%	9%	2%	6%	6%	-5%	9%
Cc1ccc(N2C(=O)c3cccc(Oc4ccc(Cl)cc4)c3C2=O)c(C)c1	-12%	3%	-8%	-7%	-11%	5%[10 µM]	-2%	-3%
CCNc1nc(SCCOc2ccc(Br)cc2)nc(N(C)C)n1	-10%	-16%	-22%	15%	-2%	-39%	-8%	?
Cc1cccc(C)c1N1CCN(S(=O)(=O)N2CCOCC2)CC1	2%	-16%	-15%	1%	-13%	16%	-5%	-17%
COc1ccc(S(=O)(=O)N2CCN(S(=O)(=O)c3ccc(C(F)(F)F)cc3)CC2)cc1C	-7%	6%	-20%	3%	?	8%[10 µM]	13%	-12%
O=C(O)c1ccc2nc3c(nc2c1)-c1ccccc1C3=O	5%	3%	-1%	-3%	-2%	20%[10 µM]	2%	-16%
COc1ccc(C)cc1NC(=O)C1CCCN1C(=O)OCc1ccccc1 (configuration not stated)	-1%	-8%	-2%	7%	-2%	-16%[1.9 µM]	1%	-3%
COC(=O)C1(C)NC(c2cccs2)C2C(=O)N(c3ccc(F)cc3)C(=O)C21 (configuration not stated)	3%	-7%	-10%	0%	2%	1%	5%	-9%
CCOC(=O)C(C)N1N=C(/C=C/c2ccc(OC)cc2)CCC1=O (configuration not stated)	-2%	-2%	-7%	3%	1%	7%	0%	-4%
COc1cccc(OC)c1C(=O)OCC(=O)Nc1ccc(OC(F)(F)F)cc1	-2%	-6%	-19%	-18%	?	1%	-6%	-20%
COC(=O)c1sc(-c2ccccc2)cc1NC(=O)c1ccc(OC)cc1	-13%	6%	-7%	4%	0%	12%[10 µM]	4%	-5%
CCCCSc1nc2c(cnn2-c2ccc(F)cc2)c(=O)[nH]1	-6%	-6%	-5%	4%	-2%	17%	-2%	-18%
Brc1ccc(CN2CCSCC2)cc1	4%	-2%	-1%	-11%	-4%	2%	-3%	-4%

Next section, overlapping the part above by 7 compounds.
SMILES	Tau fibril FP	GAA spleen mod	Tau fluor counter	GAA glycogen	GAA inh	HTT ATP protect	aGal spleen mod	Tau fibril ThT
COc1ccc(C)cc1NC(=O)C1CCCN1C(=O)OCc1ccccc1 (configuration not stated)	-1%	-8%	-2%	7%	-2%	-16%[1.9 µM]	1%	-3%
COC(=O)C1(C)NC(c2cccs2)C2C(=O)N(c3ccc(F)cc3)C(=O)C21 (configuration not stated)	3%	-7%	-10%	0%	2%	1%	5%	-9%
CCOC(=O)C(C)N1N=C(/C=C/c2ccc(OC)cc2)CCC1=O (configuration not stated)	-2%	-2%	-7%	3%	1%	7%	0%	-4%
COc1cccc(OC)c1C(=O)OCC(=O)Nc1ccc(OC(F)(F)F)cc1	-2%	-6%	-19%	-18%	?	1%	-6%	-20%
COC(=O)c1sc(-c2ccccc2)cc1NC(=O)c1ccc(OC)cc1	-13%	6%	-7%	4%	0%	12%[10 µM]	4%	-5%
CCCCSc1nc2c(cnn2-c2ccc(F)cc2)c(=O)[nH]1	-6%	-6%	-5%	4%	-2%	17%	-2%	-18%
Brc1ccc(CN2CCSCC2)cc1	4%	-2%	-1%	-11%	-4%	2%	-3%	-4%
O=C(Nc1nnc(S(=O)(=O)N2CCc3ccccc32)s1)c1ccccc1	0%	/	-14%	-12%[76.3 µM]	/	/	/	?
COc1ccc(CCN(C)CCCN2CC(c3ccccc3)CC2=O)cc1OC (configuration not stated)	8%	6%	-17%	9%	-9%	-51%[inhibitor]	9%	-19%
COc1ccc(OC)c2[nH]c(=O)c(CCNC(=S)NC(C)(C)C)cc12	-3%	2%	-6%	-4%	4%	-21%	1%	1%
CCN(Cc1ccccc1)C(=O)C(CC(C)C)NS(=O)(=O)c1ccc2c(c1)CCN2C(C)=O (configuration not stated)	2%	/	-10%	-4%[76.3 µM]	/	/	/	-6%
Cc1cc(C(=O)NNC(=O)Nc2ccccc2)no1	?	-14%	1%	0%	/	0%[10 µM]	-9%	-2%
O=C(CN1CCN(Cc2ccccc2)CC1)Nc1ccc(N2CCOCC2)cc1	1%	3%	-8%	0%	-2%	-39%[inhibitor]	5%	-12%
O=C(CN1C(=O)CCC1=O)Nc1cccc2c1C(=O)NC2=O	2%	6%	-3%	-11%	2%	28%	1%	-5%
Cc1cc(C)c2c(=O)c3c(oc2c1)C(=O)N(Cc1ccco1)C3c1ccccc1F (configuration not stated)	-1%	/	-2%	-4%[76.3 µM]	/	/	/	1%
Cc1cc(O)c(-c2cc(C(=O)NCc3ccc4c(c3)OCO4)[nH]n2)cc1C	-13%	2%	3%	15%	-1%	-8%	-1%	6%
Cc1ccc(Nc2nc(/N=C/N(C)C)n[nH]2)cc1C	1%	-1%	1%	?	2%	-2%[10 µM]	5%	?
NC(=O)c1ccsc1NC(=O)c1cc(=O)c2ccccc2o1	3%	-1%	-10%	7%	-1%	/	2%	-6%
O=C(CNC(=O)c1cccc(F)c1)N/N=C/c1ccc(O)c([N+](=O)[O-])c1	-9%	-1%	-8%	11%	-6%	-1%[10 µM]	3%	?
CCCN1C(=O)c2cc(C(=O)NCc3cccs3)ccc2C1O (configuration not stated)	8%	2%	-10%	-11%	0%	-13%	2%	-16%
O=C(c1ncc[nH]1)c1ccco1	-13%	4%	-7%	7%	-1%	9%[0.074 µM]	1%	-2%
CN(C)c1ccc(CN(C(=O)c2ccco2)C2CCS(=O)(=O)C2)cc1 (configuration not stated)	-13%	9%	-14%	?	3%	-18%[0.074 µM]	2%	-17%
CCOC(=O)N/N=C\c1ccc(OC(=O)c2ccco2)cc1	-11%	4%	5%	-2%	1%	-58%[inhibitor][10 µM]	-1%	-2%
COCCCNC(=O)CSc1nc(-c2ccc(OC)cc2)[nH]c1-c1ccc(OC)cc1	11%	/	?	6%[76.3 µM]	/	/	/	?
CCOC(=O)Cc1csc(NC(=O)Cc2ccc(Br)cc2)n1	9%	0%	-11%	3%	/	4%[10 µM]	-8%	-1%
C/C=C/c1ccc(OC)c(OC(C)=O)c1	-6%	4%	1%	-1%	-2%	-3%	4%	-3%
COC(=O)C(C)N(C(=O)c1ccc(C(=O)c2ccccc2)cc1)c1c(C)cccc1C (configuration not stated)	8%	-19%	-12%	-4%	-6%	-13%	1%	-19%
CC(C)(C)SCCNS(=O)(=O)c1ccc(C#N)cc1	1%	5%	1%	3%	/	0%[10 µM]	10%	5%
CC(C)(C)NC(=O)c1ccccc1-c1nc(-c2ccccc2Cl)no1	10%	-3%	-9%	1%	-10%	-26%	6%	0%
Cc1ccccc1CNc1nnnn1C	-4%	-2%	3%	7%	6%	-81%	-3%	0%
CC1CCc2cc(F)ccc2N1C(=O)c1cnc2sccn2c1=O (configuration not stated)	8%	-3%	3%	6%	-9%	-8%[10 µM]	3%	-3%
COc1ccccc1-n1c(SCC(=O)Nc2cc(C)on2)nc2c(c1=O)SCC2	0%	-2%	5%	-5%	-6%	/	-7%	1%
COC(=O)C1=C(C(=O)OC)[C@@H]2N(C)c3ccccc3[C@@]23C[C@@H](C(=O)OC)N(S(=O)(=O)c2ccc(C(F)(F)F)cc2)C3=N1	3%[11.6 µM]	11%[17.4 µM]	-20%[11.6 µM]	/	/	-22%[10 µM]	12%[17.5 µM]	-4%[11.5 µM]
Cc1cc(N2C(=O)C(=O)/C(=C(/O)c3ccc(Cl)cc3)C2c2cccc(Br)c2)no1 (configuration not stated)	1%	0%	2%	-2%	1%	-26%	3%	-4%
COc1ccc(S(=O)(=O)Nc2cc3c(cc2N2CCOCC2)n(C)c(=O)n3C)cc1	-17%	/	-18%	4%[76.3 µM]	/	/	/	?
O=C(CN1C(=O)c2ccccc2S1(=O)=O)Nc1ccc(S(=O)(=O)N2CCCCC2)cc1	-8%	-9%	-16%	-7%	-10%	2%	-4%	7%
NC(=O)Cn1nnc(-c2ccccc2NC(=O)c2cnccn2)n1	-12%	-6%	-3%	1%	-4%	18%	-20%	-5%
Cc1ccc(CNc2ccc3c(c2)ncn3C(C)(C)C)cc1	13%	2%	-24%	4%	7%	-83%[inhibitor]	5%	?
CCOC(=O)NN1C(=O)c2ccccc2NC1c1ccccn1 (configuration not stated)	-2%	4%	-1%	1%	?	-7%	6%	-1%
Cc1cc(Br)ccc1NC(=O)c1cn(C2CCCC2)c(=O)c2c1c1ccccc1n2C	3%	/	-5%	0%[76.3 µM]	/	/	/	-3%
